DRD3 antagonist – D3 dopamine receptor (human) antagonism; D3R cells, DiscoveRx beta-arrestin luminescence, antagonist mode; stronger effect = lower value; P35462; max response, negative = inhibition, %; 2.5% of 360,000 active; in the data active means max response below about -50%; inconclusive means no clear call, values can overlap the other calls; further: on the % scale 0 is the no-effect control and ±100 the full control effect; mostly tested at two doses, the higher about 12 µM
Target sequence (P35462 whole entry, looked up): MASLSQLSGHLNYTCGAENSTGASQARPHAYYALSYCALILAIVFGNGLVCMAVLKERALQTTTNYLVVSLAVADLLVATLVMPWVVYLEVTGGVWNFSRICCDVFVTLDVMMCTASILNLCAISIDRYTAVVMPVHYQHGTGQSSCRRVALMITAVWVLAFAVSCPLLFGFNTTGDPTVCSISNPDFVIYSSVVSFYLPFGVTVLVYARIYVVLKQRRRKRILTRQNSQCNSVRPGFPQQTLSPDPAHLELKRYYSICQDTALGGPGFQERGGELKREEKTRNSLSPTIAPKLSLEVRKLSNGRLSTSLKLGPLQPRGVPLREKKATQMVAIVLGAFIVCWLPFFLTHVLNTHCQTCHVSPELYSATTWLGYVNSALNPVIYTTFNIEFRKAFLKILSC
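Cells plated overnight at 1500 cells/well, then exposed to library compounds with dopamine controls for 90 minutes at 37 degrees C. DiscoveRx reagent added for 30–60 minutes at room temperature; luminescence read, quantitative HTS format.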
PTHR1 agonist – agonists of human PTHR1 parathyroid hormone receptor | Q03431 | HEK293 GP2 PTHR1 cells, GloSensor cAMP luminescence, 1 h | Potency, µM (doses to about 115 µM), inactives show at the top dose activation, usual class: activators | 0.075% of 410,000 active | AID 743266; further: potency means the concentration at half of the fitted maximal effect; nearly all actives have a fitted effect of over 55% in size; some results filed as inactive show a strong effect at the top dose; inactives centre near -15; many of its hits are not listed in these tables
Target sequence (Q03431 whole entry, looked up): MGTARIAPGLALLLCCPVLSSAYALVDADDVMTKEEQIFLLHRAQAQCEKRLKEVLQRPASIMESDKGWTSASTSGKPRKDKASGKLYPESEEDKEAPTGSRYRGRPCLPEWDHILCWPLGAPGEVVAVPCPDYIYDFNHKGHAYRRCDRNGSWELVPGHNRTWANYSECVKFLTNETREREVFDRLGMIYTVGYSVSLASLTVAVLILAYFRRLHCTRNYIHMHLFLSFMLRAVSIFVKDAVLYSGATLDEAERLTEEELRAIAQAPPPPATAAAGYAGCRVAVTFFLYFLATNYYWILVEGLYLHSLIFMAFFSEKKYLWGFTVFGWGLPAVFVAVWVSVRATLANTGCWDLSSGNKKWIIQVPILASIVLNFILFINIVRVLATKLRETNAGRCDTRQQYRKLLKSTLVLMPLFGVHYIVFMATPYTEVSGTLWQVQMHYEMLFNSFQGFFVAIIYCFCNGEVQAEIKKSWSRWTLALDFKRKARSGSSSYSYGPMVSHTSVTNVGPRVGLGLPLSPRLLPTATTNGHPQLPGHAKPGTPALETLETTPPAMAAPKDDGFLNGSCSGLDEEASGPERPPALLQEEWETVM
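HEK-293-derived GP2 cells expressing PTHR1 and a GloSensor cAMP reporter, 3,000/well, plated overnight, given luciferin plus IBMX (each 0.5 mM as added) for 1 h at 37 °C, then compound for 1 h at 37 °C. Luminescence was read after 15 min at room temperature.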
pAkt inh – Akt phosphorylation inhibition; Neuro2A IGF-stimulated pAkt S473 HTRF, 20 min; stronger effect = lower value; activity change, % for hits at 50 µM; 0.32% of 360,000 active; in the data active means activity change below about -80%; inconclusive means mostly about -51% to -80%; further: on the % scale 0 is the no-effect control and ±100 the full control effect
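Neuro2A cells in DMEM with 0.5% FBS, overnight at 37 deg C, given compound at single 50 µM final, then IGF (6 nM final) for 20 min at 37 deg C. Lysed; phospho-Akt Ser473 by HTRF after 24 h, 665/615 ratio.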
GLP-1R agonist – agonists of human GLP-1 receptor; HEK293 GLP-1R CRE-luciferase, luminescence, 4-6 h; cells express a hypersensitive GLP-1R form; 0.007% of 380,000 active; Potency, µM (titrated, usually from 45.6 µM), for the others: top-dose activation, usual class: activators; P43220; further: potency means the concentration at half of the fitted maximal effect; % of control where 0% means no effect
aSyn rescue – inhibitors of alpha-synuclein toxicity in yeast | 0.14% of 370,000 active | Potency, µM (doses to about 46.1 µM), inactives show at the highest dose growth rescue (activation), usual class: activators | Yeast expressing alpha-synuclein, growth rescue, BacTiter-Glo, 24 h; further: potency means the concentration at half of the fitted maximal effect; % of control where 0% means no effect; nearly all actives have a fitted effect of over 65% in size
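Rescue of yeast growth: cells expressing toxic alpha-synuclein, induced in galactose at OD600 0.02, incubated with compound 24 h at 30 C. ATP luminescence quantified growth; inhibitors of toxicity appear as activators.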
Abeta rescue – restores growth of yeast expressing A-beta42 peptide; 0.063% of 410,000 active; yeast expressing A-beta42, growth rescue, OD600, 48 h; response scale: 0% DMSO, 100% iron-clioquinol control; Potency, µM (series often up to 46.1 µM), inactives show top-dose growth rescue, actives largely listed as activators; further: potency means the concentration at half of the fitted maximal effect; nearly all actives have a fitted effect of over 55% in size
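Growth rescue measured by 600 nm absorbance after 48 h yeast culture at 30 C with compound. Values normalized between DMSO and an equimolar ferric chloride plus clioquinol control.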
TDP-43 yeast inh – inhibitors of TDP-43 toxicity in yeast; TDP-43 expressing yeast growth rescue, BacTiter-Glo, 24 h; Potency, µM (titrated, usually from 46.1 µM), inactives show at the top dose growth rescue (activation), most hits filed as activators; 1.8% of 410,000 active; AID 652104; further: potency means the concentration at half of the fitted maximal effect; % of control where 0% means no effect; nearly all actives have a fitted effect of over 50% in size
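Yeast cells expressing TDP-43 under galactose induction are exposed to compounds for 24 hr at 30 deg C. BacTiter-Glo luminescence measures growth, so protective compounds score as activators.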
GLP1R inv ag – acts as inverse agonist at human GLP-1 receptor | P43220 | HEK293 GLP-1R CRE-luciferase, luminescence, 24 h; GLP-1R form is constitutively active | Potency, µM (titrated, usually from 38.3 µM), for inactives: top-dose activity change, negative = inhibition, hits mostly inhibitors | 1.6% of 410,000 active | AID 624417; further: potency means the concentration at half of the fitted maximal effect; on the % scale 0 is the no-effect control and ±100 the full control effect; nearly all actives have a fitted effect of over 55% in size
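Seeding at 200 cells/uL, 12 h culture, 24 hr compound treatment, then luciferase reagent and a luminescence read; cells are HEK293 stably expressing a constitutively active GLP-1R plus cAMP-responsive luciferase.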
FUS yeast rescue – suppressors of FUS proteinopathy in yeast; S. cerevisiae FUS-expressing, growth rescue, OD600, 24 h; Potency, µM (titrated, usually from 76.6 µM), without a hit: top-dose growth rescue (activation), usual class: activators; 0.24% of 390,000 active;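 further: potency means the concentration at half of the fitted maximal effect; plate controls were DMSO vehicle for no effect and reference control for full effect; nearly all actives have a fitted effect of over 55% in size; some results filed as inactive show a strong effect at the top dose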
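Absorbance at 600 nm, taken 24hr after compound addition, measured rescue of FUS-yeast growth at 30C. Induction used 2% galactose with seeding at OD 0.005. Controls: CP55940 from 92uM final, DMSO only.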
* hit, by the source's call; i = inactive; u = inconclusive; x = no result given; [ ] = another dose, or the depositor's remark. Unless noted, the call rests on the fitted dose curve; in most records, active means well fitted curve in the direction sought with a large enough effect; inconclusive means small, poorly fitted or top-dose-only effect, or another doubt; inactive means no such curve, though single readings can be large; an effect the other way counts as inactive or inconclusive. A portion of the library; the hit share may differ from the screen's.

Every second line gives: DRD3 antagonist, PTHR1 agonist, pAkt inh, GLP-1R agonist, aSyn rescue, Abeta rescue, TDP-43 yeast inh, GLP1R inv ag, FUS yeast rescue
C/C=C/c1cccc(-c2nc(C(=O)N3CCCCC3)cc3c2[C@H](CCO)N(C(=O)NC(C)C)C3)c1
    0.0, -15.2%, i, 0.9%, 1.8%, -7.2%, 1.8%, 10.0%, 16.8%
CCn1c2ccccc2c2cc(CN3CCN(Cc4ccccc4C)CC3)ccc21
    x, i, x, x, x, -26.4%, -0.8%, u, 3.3%
CCCc1cnc2c(c1SCC(=O)Nc1cccc(C)c1C)c(=O)n(C)c(=O)n2C
    x, i, x, x, x, 5.7%, 0.0%, 18.8%, -7.6%
Clc1ccc(-c2noc(CN3CCN(c4ccccc4)CC3)n2)cc1
    0.0, -31.2%[inhibitor][57.5 µM], i, 16.3%, 0.5%, 1.3%, -9.2%, -32.5%, 32.6%
CCOC(=O)CC1(CC(=O)OCC)NC(=O)c2c(C)sc(C(=O)OCC)c2N1
    13.9, i, i, 2.2%, 5.9%, -3.3%, 1.5%, 33.4%[activator], 16.6%
C/C(=N/NC(=O)CNC(=O)c1ccccc1F)c1ccc2c(c1)CCCC2
    5.7, -27.1%, i, -0.1%, -2.6%, 5.4%, 16.2%, -17.4%, 6.2%
CC(=O)NN1C(=O)c2ccccc2NC1c1ccc(N(C)C)cc1 (stereo not given)
    6.1, i, i, 0.4%, -1.4%, 1.0%, -2.2%, -4.4%, 14.1%
Cc1cn2c(=O)cc(COC(=O)c3ccc(NC(=O)c4ccc(F)cc4)cc3)nc2s1
    x, -8.4%, x, x, x, 9.4%, 0.0%, -1.5%, 0.2%
Cc1ccc(N/C(CSC(N)=O)=N\S(=O)(=O)c2ccc(C)cc2)cc1
    -9.2, 12.9%[57.5 µM], i, 0.4%, -4.0%, 5.3%, -11.8%, 0.9%, 44.2%
CC(=O)N/C(=C\c1cccc([N+](=O)[O-])c1)C(=O)NC(C)C
    5.5, -23.9%, i, 2.5%, 5.8%, -5.5%, 9.6%, 20.6%, 5.9%

Just FUS yeast rescue and GLP1R inv ag, for some of the entries so far:
mol	FUS yeast rescue	GLP1R inv ag
C/C=C/c1cccc(-c2nc(C(=O)N3CCCCC3)cc3c2[C@H](CCO)N(C(=O)NC(C)C)C3)c1	16.8%	10.0%
CCn1c2ccccc2c2cc(CN3CCN(Cc4ccccc4C)CC3)ccc21	3.3%	u

(more compounds)
Every second line gives: DRD3 antagonist, PTHR1 agonist, pAkt inh, GLP-1R agonist, aSyn rescue, Abeta rescue, TDP-43 yeast inh, GLP1R inv ag, FUS yeast rescue
O=C(CCc1nc2cccnc2n1Cc1ccccc1)N1CCOCC1
    19.3, i, i, -4.6%, -1.9%, 19.1%, 20.4%, 0.2%, 23.3%
O=C1CN(C(=O)c2ccc3nc(Cc4cccc(Cl)c4)oc3c2)CCN1
    10.5, -12.0%, i, 4.8%, 5.1%, -9.8%, 9.9%, 8.0%, x
COC(=O)CCC(=O)NNC(=O)CCCOc1ccc(Cl)cc1Cl
    -29.5, u, i, -12.6%, -1.2%, -3.7%, -16.9%, 3.4%, 6.0%
CN1CCc2c(sc(/N=C/c3c[nH]c4ccccc34)c2C(N)=O)C1
    -51.5*, i, i, -4.2%, -8.5%, -29.7%, 13.9%, 1.8%, -7.4%
CNc1nc(-c2ccc3c(c2)CCN3S(=O)(=O)c2ccccc2)c(C)s1
    -3.7, -55.9%[inhibitor], i, 8.9%, -2.3%, -4.7%, 11.5%[9.22 µM], 17.7%[7.66 µM], u
CCC(C)NC(=O)CN1C(=O)NC2(CCc3ccccc3C2)C1=O (stereo not given)
    0.4, -9.8%, i, 3.4%, 2.9%, -18.0%, 2.3%, 10.7%, -1.6%
COc1c(S(=O)(=O)NCCN2CCOCC2)ccc(Cl)c1Cl
    -7.3, i, i, 6.6%, -6.6%, -23.0%, -9.7%, 24.5%, -4.8%
Cc1nccn1CC(O)COC1CCCCC1 (stereo not given)
    u, -17.1%, i, 4.2%, -1.0%, 2.4%, -16.5%, -3.2%, 9.7%
O=c1c2ccccc2[nH]c(=S)n1Cc1ccc2c(c1)OCO2
    -9.7, -2.5%, i, 10.1%, 8.5%, -9.4%, 5.8%, 8.0%, 6.7%
CC1CCC2(CC1)SCC(=O)N2c1ccc(F)cc1 (stereo not given)
    1.5, i, i, 16.1%, 14.3%, -16.4%, u, -24.4%, -11.6%

Entries listed above shown as hits in DRD3 antagonist.
smiles | DRD3 antagonist | PTHR1 agonist | pAkt inh | GLP-1R agonist
CN1CCc2c(sc(/N=C/c3c[nH]c4ccccc34)c2C(N)=O)C1 | -51.5* | i | i | -4.2%

Next part
Every second line gives: DRD3 antagonist, PTHR1 agonist, pAkt inh, GLP-1R agonist, aSyn rescue, Abeta rescue, TDP-43 yeast inh, GLP1R inv ag, FUS yeast rescue
Cn1c(SCC(=O)Nc2ccc(N3CCOCC3)cc2)nnc1-c1ccco1
    0.8, -2.5%, i, 10.9%, -8.4%, 3.8%, -10.0%, 29.2%, 12.1%
O=C(CSc1nncn2c1cc1sccc12)Nc1ccccc1C(F)(F)F
    x, -88.2%[inhibitor], x, x, x, -10.0%, 9.4%, 0.9%, -2.5%
Cc1ccc(NC(=O)COc2ccc(C(=O)NCCc3ccccc3)cc2)cc1
    -10.4, i, u, -12.9%, -1.1%, -6.5%, -10.3%, 5.5%, -2.0%
CCNC(=S)Nc1ccc(OCc2nc3ccccc3s2)cc1
    -14.4, i, i, 5.9%, -19.3%, 12.3%, u, u, 18.7%
NC(=O)CSc1nnc2sc3ccccc3n12
    22.0, i, i, 5.5%, -10.0%, 8.5%, 13.1%, 8.5%, -2.7%
O=C(CCSc1ccc(Cl)cc1)N1CCOCC1
    1.9, -18.9%, i, 7.7%, 0.2%, 0.6%, 21.0%, 13.4%, -14.8%
Cc1ccc(C(=O)N/C(=C/c2cccnc2)C(=O)N2CCCCCC2)cc1
    13.4, -19.7%, i, -0.4%, 4.0%, 11.4%, 22.1%, 8.2%, 5.5%
CCOc1ccc2nc(NCCCNS(=O)(=O)c3ccc(C)cc3)c(C#N)cc2c1
    11.8, i, x, 30.4%, -1.3%, -1.4%, 0.0%, 4.0%, 2.6%
CSCCC(c1nnnn1C1CCCC1)N1CCN(C/C=C/c2ccccc2)CC1 (stereo not given)
    -78.0*, i, i, -1.7%, 2.4%, 5.6%, 13.9%, u, 5.6%
O=C(COc1ccc2c(-c3ccccc3)cc(=O)oc2c1)NCCN1CCOCC1
    5.9, -2.1%, i, 12.9%, -5.4%, 5.8%, -1.5%, -9.6%, -9.2%
COc1ccc(CNc2ncnc3cc(Cl)ccc23)cc1OC
    0.1, -23.3%, i, 18.0%, -3.3%, -14.3%, 3.4%, 21.9%, -3.7%
Cc1ccc(S(=O)(=O)N2CCN(C(=O)COC(=O)/C=C/c3ccccc3)CC2)c(C)c1
    9.9, -34.9%[inhibitor], i, 1.3%, -5.4%, 9.7%, 10.6%, 15.0%, -4.3%
O=C(COC(=O)C1CC1)Nc1ccc(N=Nc2ccccc2)cc1
    -1.0, -23.4%, i, -2.9%, 0.0%, 9.5%, 15.2%, 9.4%, -0.4%
CC1(C)CC(=O)C2=C(C1)OC(N)=C(C#N)C21C(=O)N(Cc2ccccc2Cl)c2ccccc21 (stereo not given)
    -3.7, -19.5%, i, -4.1%, 1.7%, 14.3%, 21.8%, -12.6%, -4.1%
Cc1noc(C)c1CCC(=O)O
    16.0, i, i, 11.1%, 0.9%, -20.3%, 10.3%, 37.3%[activator], -17.4%
COCCN(C(=O)c1ccccc1OC)c1nnc(C)s1
    2.8, i, i, -1.1%, -4.2%, -9.0%, -6.5%, 1.6%, -36.5%
Cc1cccc(NC(=O)/C(C#N)=C\c2cc(C)n(-c3ccc(C(=O)O)cc3)c2C)c1
    -4.7, -25.1%, i, 8.1%, -30.5%[inhibitor], -41.7%[inhibitor], 21.9%, -8.8%, -26.5%
COC(=O)c1cc2c(=O)c3ccccc3oc2nc1C
    -1.3, -7.1%, i, 1.7%, 13.6%, -6.2%, 23.9%, 46.6%[activator], 0.6%
CN(C)CCNc1ncnc2c1ncn2[C@H]1CN(Cc2cccs2)C[C@@H](CO)O1
    -5.7, i, i, -2.2%, 0.3%, -12.7%, 6.7%, 11.6%, -12.5%
Cc1cccc(C)c1N1CCN(S(=O)(=O)N2CCOCC2)CC1
    -23.1, i, x, -4.6%, -4.1%, 1.3%, 0.0%, -4.0%, 31.2%
CCOC(=O)N1C(=O)C[C@](Sc2ccc(C)cc2)(C(=O)OC)[C@H]1c1ccccc1
    28.6, -37.6%[inhibitor], i, -3.4%, 5.6%, 0.1%, 0.0%, 5.8%, 29.4%
Cc1nnc(SCC(=O)Nc2ccc(S(=O)(=O)N3CCCCC3)cc2)s1
    0.0, -8.9%, i, -0.4%, -5.5%, 6.2%, 8.8%, 0.0%, x
O=C(CC1NCCN(Cc2ccccc2)C1=O)Nc1ccccc1 (stereo not given)
    -17.3, -4.7%, i, -2.3%, -8.0%, -6.1%, -6.5%, 13.6%, 15.7%
CC(C)N1CC2(CC(c3ccc(Cl)cc3Cl)=NO2)CN1C(=O)c1ccc(C(C)(C)C)cc1 (stereo not given)
    30.4, -76.4%[inhibitor], i, 8.0%, 3.2%, -0.9%, 15.7%, -5.0%, -25.7%
Cc1cc(=O)c2c(C)ccc(C)c2[nH]1
    38.1, i, i, -6.9%, 3.4%, 7.6%, 0.0%, -6.9%, -36.1%

Bioassay records: PubChem, National Center for Advancing Translational Sciences (NCATS)
